core dimer inh: HCV core protein dimerization inhibition | TR-FRET GST/Flag-core106 dimerization, 1536-well | inhibition, % at 5 µM | hit rate 0.33% among 300,000 | AID 1899;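 active = inhibition above the mean of all tested compounds plus 3 SD, set per screening campaign, cut at about 45% in these data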
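test system = GST/Flag-tagged HCV core106 proteins | probe or stimulus = Eu donor and XL665 acceptor anti-tag antibodies | times = compound-protein-antibody incubation 4 h at 22.5 °C | signal = TR-FRET, excitation 340 nm, emission 617 and 671 nm | measure = percent inhibition of core106 dimerization signal | controls = wells lacking GST-core106 and wells with excess unlabelled core106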
PP1 inh: PP1-alpha (human) inhibition in PP5 counter-screen | purified PP1alpha, OMFP fluorescence | inhibition, % at 6.7 µM | hit rate 0.9% among 320,000 | AID 2235;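 active = inhibition above the mean inhibition of all tested compounds plus 3 SD, computed separately for each screening campaign, cut at about 15% in these data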
Target sequence (P62136 whole entry, looked up): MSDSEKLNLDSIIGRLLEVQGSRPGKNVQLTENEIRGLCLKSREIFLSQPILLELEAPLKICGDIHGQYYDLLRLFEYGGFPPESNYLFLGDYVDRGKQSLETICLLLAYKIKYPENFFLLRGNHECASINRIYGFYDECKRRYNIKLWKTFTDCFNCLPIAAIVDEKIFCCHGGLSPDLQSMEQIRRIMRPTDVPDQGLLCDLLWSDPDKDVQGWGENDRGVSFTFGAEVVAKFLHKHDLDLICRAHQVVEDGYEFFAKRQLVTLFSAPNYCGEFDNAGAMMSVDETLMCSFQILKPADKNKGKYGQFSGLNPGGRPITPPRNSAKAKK
proCasp7 act: counter-screen for procaspase-3 activators: activators of human procaspase-7; P55210; hit rate 0.093% among 330,000; recombinant procaspase-7, Ac-DEVD-pNA absorbance 405 nm; D23A/D198A/D206A triple mutant, cannot self-cleave; scale: DMSO 0, 5 µM enzyme 100; activation, % at 8.5 µM;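 active = percent activation above the screen-wide mean plus 3 SD, cut at about 25% in these data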
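buffer or medium = Zinc-free HEPES/NaCl buffer, pH 7.4 | material = Procaspase-7 triple mutant (PC-7 D3A) | input = 2 µM procaspase-7 mutant as dispensed | signal = Epi-absorbance of released pNA at 405 nm, two timepoints | timing = 1 h preincubation, 2 h reaction | replicates = singlicate compound testing | evaluation = % activation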
GASC-1 inh: human JMJD2C demethylase inhibition | Q9H3R0 | GST-JMJD2C(1-420) H3K9me3 demethylation, DELFIA europium | inhibition, % at 2.35 µM | hit rate 0.069% among 330,000;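 active = more than half of a compound's replicate wells show inhibition beyond 50%, single wells judged on their own value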;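 also: signal counts dimethyl H3K9 product captured on neutravidin plate; 0% = median of DMSO wells and 100% = 0.3 times that DMSO median; strong numbers were not always called active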
Target sequence (Q9H3R0 1-420 limits assumed): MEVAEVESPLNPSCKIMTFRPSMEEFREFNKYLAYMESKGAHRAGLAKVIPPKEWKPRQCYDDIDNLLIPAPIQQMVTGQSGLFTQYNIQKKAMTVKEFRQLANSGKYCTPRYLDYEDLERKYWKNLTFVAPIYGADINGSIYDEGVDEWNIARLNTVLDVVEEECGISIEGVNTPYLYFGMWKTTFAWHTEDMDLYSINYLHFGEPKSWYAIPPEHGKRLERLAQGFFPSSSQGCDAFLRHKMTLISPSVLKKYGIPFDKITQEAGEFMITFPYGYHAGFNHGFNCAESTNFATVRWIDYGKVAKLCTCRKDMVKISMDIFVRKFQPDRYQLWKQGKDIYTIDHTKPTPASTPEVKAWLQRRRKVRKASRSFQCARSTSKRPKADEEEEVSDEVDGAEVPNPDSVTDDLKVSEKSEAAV
Fh CTSL1 inh: counter-screen for PFM18AAP inhibitors: inhibitors of F. hepatica cathepsin L1 | recombinant F. hepatica cathepsin L1, Z-Leu-Arg-MCA fluorescence | inhibition, % at 5.96 µM | hit rate 0.49% among 300,000 | AID 1906;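 active = inhibition above the mean of all tested compounds plus 3 SD, set per screening campaign, cut at about 17% in these data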;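 also: 0% = plate median of test compound wells and 100% = 1 µM Z-Phe-Ala-diazomethylketone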
proCasp3 act: procaspase-3 (human) activation; hit rate 0.11% among 330,000; activation, % at 8.5 µM; recombinant procaspase-3 D3A, Ac-DEVD-pNA absorbance 405 nm;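 active = activation above the mean of all tested compounds plus 3 SD, cut at about 21% in these data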;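 also: 0% = DMSO alone and 100% = DMSO wells spiked with extra 5 µM PC-3 D3A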
Target sequence (P42574 whole entry D9A/D28A/D175A): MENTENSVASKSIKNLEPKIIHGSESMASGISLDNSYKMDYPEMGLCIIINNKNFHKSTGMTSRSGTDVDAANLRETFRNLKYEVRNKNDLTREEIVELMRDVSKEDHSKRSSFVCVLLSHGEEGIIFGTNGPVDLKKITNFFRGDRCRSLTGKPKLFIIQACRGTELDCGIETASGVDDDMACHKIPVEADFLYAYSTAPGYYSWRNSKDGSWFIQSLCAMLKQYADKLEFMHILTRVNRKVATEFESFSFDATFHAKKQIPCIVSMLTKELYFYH
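Assay system: Autoprocessing-dead procaspase-3 D3A mutant enzyme; also added: Ac-DEVD-pNA; doses: one concentration, 8.5 µM nominal, 0.8% DMSO; times: 1 h compound preincubation, 2 h substrate hydrolysis at 25 °C; technique: 405 nm absorbance of p-nitroaniline, reads at 0 and 120 min; measure: % activation between DMSO and enzyme-spiked controls; repeats: single replicate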
TPT1 inh: blocks Candida albicans tRNA 2'-phosphotransferase. inhibition, % at 5 µM. hit rate 0.81% among 300,000. recombinant caTPT1, FP RNA substrate dephosphorylation. AID 1962;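 active = inhibition above the mean of all tested compounds plus 3 SD, set per screening campaign, cut at about 24% in these data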;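 also: plate controls were DMSO alone for no effect and ferristatin control at 100 nM for full effect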
Efflux pump inh: blocks antifungal efflux pumps in multiplex yeast assay | S. cerevisiae Candida pump triplex, Nile Red efflux | inhibition, % at 10 µM | hit rate 0.44% among 330,000 | AID 485275;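 active = plate passing quality check with inhibition over a set limit, or well fluorescence over plate mean plus 4 SD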;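 also: Nile Red retained in pooled yeast measured as flow cytometry median fluorescence; 0% = buffer negative control and 100% = Enniatin B positive control; higher means more Nile Red kept so more efflux inhibition; some compounds called inactive have numbers as strong as hits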
PP5 primary: blocks human protein phosphatase 5 activity. inhibition, % at 6.7 µM. purified PP5c, OMFP substrate fluorescence. hit rate 0.18% among 320,000. P53041;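 active = inhibition above the campaign's mean inhibition across all tested compounds plus 3 SD, cut at about 9.5% in these data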;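 also: 0% = DMSO only and 100% = 100 µM cantharidin control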
Numbers without * were called inactive; i = inactive; · = not tested or not shown.

SMILES | core dimer inh | PP1 inh | proCasp7 act | GASC-1 inh | Fh CTSL1 inh | proCasp3 act | TPT1 inh | Efflux pump inh | PP5 primary
O=C(O)c1ccc(Cl)c(S(=O)(=O)Nc2ccc(S(=O)(=O)Nc3cccc(Cl)c3)cc2)c1 | -8.2 | 4.0 | -7.8 | -12.1 | 0.9 | -1.1 | -0.9 | -0.3 | 1.3
CCNC(=S)Nc1sc2c(c1C#N)CCC(C)C2 (configuration not stated) | 7.5 | -7.9 | -2.1 | -4.6 | -5.0 | 5.8 | -1.4 | 0.1 | 0.1
O=C(NN1C(=O)C2C3c4ccccc4C(c4ccccc43)C2C1=O)c1ccc(Cl)cc1 (configuration not stated) | 4.0 | -2.9 | -4.0 | 0.5 | -1.6 | 10.3 | -1.4 | 8.9* | 2.8
Cc1cccc(N2C(=O)c3ccccc3C2=O)n1 | -0.2 | -2.6 | -3.7 | 1.5 | 4.4 | -0.5 | -0.5 | 0.0 | -1.8
Cc1nc(N(CCO)C2CCCCC2)c2nnn(Cc3ccccc3)c2n1 | -5.1 | 0.7 | -4.9 | -11.2 | 0.3 | -8.5 | 2.2 | 0.8 | 1.8
CCc1ccc(NC(=O)C(C)OC(=O)c2ccc(NS(=O)(=O)c3ccc(C)c([N+](=O)[O-])c3)cc2)cc1 (configuration not stated) | 35.4 | 4.6 | -4.7 | 6.7 | -2.6 | 9.8 | 2.6 | 0.2 | 3.6
COc1ccc(CC(=O)N(CC2CCCO2)c2nc3ccccc3s2)cc1 (configuration not stated) | 1.8 | -1.8 | 5.7 | -0.1 | 0.6 | 1.2 | 3.0 | 0.0 | -3.2
Cc1ccc(OCC(O)CN2C(=O)NC(C)(C)C2=O)cc1C (configuration not stated) | 0.0 | -3.8 | -31.0 | 0.8 | -1.3 | -11.1 | -4.7 | 0.3 | 2.6
COc1cccc(CNC(=O)C2CCCN(S(=O)(=O)N3CC(C)CC(C)C3)C2)c1 (configuration not stated) | 1.5 | -0.8 | 0.2 | 8.4 | -1.1 | 4.2 | -2.2 | 0.0 | -0.5
CC1CCCCN1CCNC(=O)c1ccc2c(=O)n(Cc3ccc(Cl)cc3)c(=S)[nH]c2c1 (configuration not stated) | -2.0 | 3.1 | 2.3 | 3.3 | -2.9 | 0.3 | 3.1 | 0.0 | -1.6
CC(=O)c1ccc(N2CCN(c3ccc(S(=O)(=O)NCCCN(C)C)cc3[N+](=O)[O-])CC2)cc1 | -0.5 | 2.0 | -2.7 | -7.0 | 8.4 | 5.4 | -3.4 | 0.0 | 1.0
Cc1onc(-c2ccccc2)c1C(=O)Nc1ccc(S(=O)(=O)Nc2nccs2)cc1 | 4.2 | -0.1 | 2.4 | 8.4 | -2.9 | 7.5 | 3.3 | 0.0 | 3.7
COCCN=c1scc(-c2cccs2)n1/N=C(\C)c1ccco1 | -1.3 | 0.5 | 5.1 | -4.1 | 2.3 | 3.4 | 12.0 | -0.1 | 1.1
CCOc1cc(/C=C/C(=O)Nc2ccc(C(=O)NCCN(CC)CC)cc2)ccc1OCC(C)C | -6.0 | 0.0 | -4.0 | -0.2 | 2.7 | 6.7 | 2.9 | 0.2 | 1.5
COc1ccc(-c2[nH]c(-c3ccc(Cl)cc3)nc2SCC(=O)Nc2nccs2)cc1 | 9.6 | 16.2* | 7.4 | -0.4 | -2.5 | 7.2 | -1.6 | -0.1 | 4.9
CSCC[C@H](N)C(=O)N1CCC(C(=O)N[C@@H](C)C(=O)NCc2ccc(F)cc2)CC1 | 1.5 | 1.1 | 1.2 | 7.3 | 1.9 | -3.4 | -4.4 | -0.1 | 2.6
CCOC(=O)c1ccc(N2CCN(c3ccccc3F)CC2)c(NC(=O)Nc2ccccc2)c1 | 14.0 | 4.1 | 6.4 | -3.4 | -1.6 | -2.0 | -5.3 | 0.0 | 0.1
Nc1cc(-c2ccc(Br)cc2)nn1S(=O)(=O)c1ccccc1 | -4.1 | -0.9 | -3.6 | 3.3 | 0.3 | 5.3 | -1.7 | 0.3 | 1.2
CC1CCCN(CCCNC(=O)C2CCCN(c3ncnc4c3nc3n4CCCCC3)C2)C1 (configuration not stated) | 0.2 | -0.1 | 7.6 | -13.3 | -3.0 | 3.3 | -0.2 | -0.1 | -2.3
O=C1C(Cc2ccc(O)cc2)NC(=S)N1c1ccccc1 (configuration not stated) | -1.6 | -0.3 | 7.8 | 5.3 | 6.5 | 9.3 | 2.2 | 0.1 | 0.5
Fc1ccccc1OCCCCCN1CCCC1 | 4.1 | 1.8 | -3.1 | 2.6 | 2.0 | 5.4 | -0.5 | 0.0 | -0.9
Nc1nc(CN2CCN(Cc3ccccc3)CC2)nc(N2CCCc3ccccc32)n1 | 2.9 | -3.9 | -4.1 | -0.5 | 7.3 | 7.4 | -3.8 | -0.1 | 0.0
C/C(=N/OC(=O)c1ccc(C)cc1)c1ccc(N2C(=O)C3CCCCC3C2=O)cc1 (configuration not stated) | 20.8 | -0.9 | 5.6 | 0.8 | 1.8 | 5.9 | 3.9 | 0.0 | 2.7
COc1ccc(NC(=O)/C=C/c2ccc3c(c2)OCO3)cc1 | 3.4 | -1.3 | 0.2 | -13.4 | 0.8 | 5.3 | -2.4 | -0.1 | 2.3
NC(=O)CC(NC(=O)Cc1ccc(Cl)cc1)c1ccc(NC2CCCC2)c([N+](=O)[O-])c1 (configuration not stated) | -6.0 | 7.8 | -4.0 | 16.2 | 2.5 | -8.1 | 15.1 | -0.1 | -0.1
Cc1cc(=O)oc2c(C)c(OCC(=O)NCCCN3CCOCC3)ccc12 | -2.5 | -0.9 | 11.1 | 0.3 | -3.4 | 5.3 | -0.3 | 0.0 | 0.0
CCN(Cc1ccccc1)C(=O)c1cccnc1 | 6.6 | -4.0 | 0.5 | -4.3 | 0.0 | -1.3 | -1.4 | -0.1 | 0.6
COc1ccc(S(=O)(=O)N2CCCCC2)cc1Br | 3.4 | -5.7 | -4.8 | i | 5.5 | 5.9 | -3.3 | -0.1 | 0.1
Cc1cccc(N(C(=O)c2snc(C(N)=O)c2N)C(C(=O)NCC2CCCO2)c2ccc(N(C)C)cc2)c1 (configuration not stated) | 3.4 | -1.4 | -1.2 | -13.9 | -0.5 | 6.5 | -2.2 | -0.3 | 0.0
Cc1ccccc1NC(=O)CNc1ccccc1N1CCCCC1 | 4.9 | -5.7 | 2.0 | -12.3 | -2.4 | -4.3 | -6.1 | 0.2 | 2.9
Cc1ccccc1NC(=S)NC(C)CCc1ccccc1 (configuration not stated) | -9.8 | 0.5 | 3.9 | 5.0 | -3.9 | 1.4 | 1.1 | -0.1 | 3.9
CCOC(=O)c1ccccc1NC(=O)Cn1cnc2c(nnn2-c2ccc(C)cc2)c1=O | 19.0 | -1.1 | 8.2 | 23.0 | -1.4 | 7.6 | -2.7 | 0.1 | -1.1
CC(C)(C)n1nnnc1C(c1ccccn1)N(Cc1ccccc1)Cc1ccc(Cl)cc1 (configuration not stated) | 4.0 | 2.9 | -0.7 | -28.1 | -3.6 | -1.9 | 2.3 | 0.2 | 0.3
CCC(=O)Nc1c(-c2ccccc2)c(=O)c2ccccc2n1C | 3.0 | -6.9 | 4.8 | -14.6 | -1.1 | 11.5 | 0.1 | -0.1 | -2.5
CSCCC(NC(=O)COc1ccccc1)C(=O)N(C)Cc1ccc(Cl)cc1Cl (configuration not stated) | · | 2.0 | 4.0 | 7.0 | · | -0.5 | · | -0.2 | 2.1
Cc1onc(-c2ccccc2Cl)c1C(=O)NC1CCS(=O)(=O)C1 (configuration not stated) | -4.5 | -2.3 | -4.7 | -14.5 | 2.8 | -1.7 | -2.6 | 0.0 | -1.5
CN(Cc1ccccc1)c1nc2c(c(=O)n(C)c(=O)n2C)n1CCSc1ncccn1 | -6.1 | -1.1 | 13.6 | i | -1.4 | 3.8 | -0.9 | 0.2 | 3.4
CCc1ccc(OC)c(S(=O)(=O)Nc2ccccc2C)c1 | -6.4 | 1.0 | 4.0 | -6.6 | 1.5 | 8.1 | 1.3 | 0.0 | 3.1
O=S(=O)(c1ccc(F)cc1)n1ccc(-c2cccc(OCc3ccc(Cl)cc3Cl)c2)n1 | -2.3 | -1.5 | 2.0 | 2.1 | -1.4 | 1.6 | 9.4 | 2.6 | 3.2
Cc1cc(C)n(-c2ccc(OCC(=O)O)nn2)n1 | -0.9 | -0.2 | 13.3 | -15.4 | 2.3 | 0.6 | -6.1 | 0.0 | 0.8
COCCCNC(=O)CCn1c(=O)c2ccccc2n(CC(=O)Nc2c(C)cccc2C)c1=O | 1.3 | -3.1 | -7.9 | 2.1 | 3.5 | 5.4 | -1.3 | 0.0 | 1.3
COCCn1c(=O)[nH]c2cc(C(=O)N3CCN(c4cc(C)ccc4C)CC3)ccc2c1=O | 17.8 | -2.4 | -0.1 | -7.7 | 1.4 | -3.8 | 2.3 | -0.3 | 1.7
COc1ccc(CNS(=O)(=O)NCc2ccccc2)cc1 | -3.8 | -4.9 | 4.0 | 12.0 | 3.0 | 3.0 | 0.4 | -0.1 | 0.2
O=C(NNC(=O)c1cccs1)c1ccc(Cl)c([N+](=O)[O-])c1 | -0.9 | -2.6 | 3.1 | -24.6 | 0.6 | -0.4 | -2.3 | 0.0 | -0.4
CCCOC(=O)CCCC[C@H]1SC[C@@H](NC(=O)OC)[C@H]1NC(=O)OC | 1.8 | -1.5 | -3.0 | -17.0 | 0.8 | 1.4 | -4.2 | 0.5 | 2.8

Reformatted with two lines to a compound: two of the compounds above.
Results follow in this order: core dimer inh | PP1 inh | proCasp7 act | GASC-1 inh | Fh CTSL1 inh | proCasp3 act | TPT1 inh | Efflux pump inh | PP5 primary
> COCCCNC(=O)CCn1c(=O)c2ccccc2n(CC(=O)Nc2c(C)cccc2C)c1=O
→ 1.3 | -3.1 | -7.9 | 2.1 | 3.5 | 5.4 | -1.3 | 0.0 | 1.3
> CCC(=O)Nc1c(-c2ccccc2)c(=O)c2ccccc2n1C
→ 3.0 | -6.9 | 4.8 | -14.6 | -1.1 | 11.5 | 0.1 | -0.1 | -2.5

Next structures
SMILES | core dimer inh | PP1 inh | proCasp7 act | GASC-1 inh | Fh CTSL1 inh | proCasp3 act | TPT1 inh | Efflux pump inh | PP5 primary
Cc1cccc(N=N/C(=C\O)C(=O)c2cccs2)c1 | 12.3 | -1.5 | 0.5 | 6.0 | -4.2 | 3.9 | -4.9 | 0.0 | 2.0
CN(C)c1ccc(/C=N/NC(=O)c2nnn(-c3nonc3N)c2COc2ccc(F)cc2)cc1 | 22.1 | -0.3 | -3.5 | 0.8 | 3.3 | -4.3 | -2.1 | 0.1 | -0.7
CC(=O)c1cc(-c2ccccc2)n(CCC(=O)NC2CCCCCCC2)c1C | 0.2 | 1.9 | -0.1 | 3.3 | 0.4 | 0.7 | -1.0 | -0.1 | 3.2
Cc1cc2nc(CN(C)Cc3c(C(=O)N(C)C)nc4ccc(Cl)cn34)[nH]c2cc1C | -3.0 | 1.6 | 5.3 | -12.9 | -2.1 | -0.9 | -4.8 | 0.2 | 3.0

Assay outcomes from PubChem BioAssay.
